# Screening results: PubChem, several laboratories
# BAP1 inh: human BAP1 deubiquitinase inhibition | activity remaining (% of control), % at 20 µM | AID 436 | Q92560 | 0.48% of 72,000 active | recombinant BAP1, Ub-AMC hydrolysis fluorescence kinetic; hits give low values;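 active = activity remaining at or below 50% of control, provided the compound also passes the data quality filters; inactive = the rest, including low values that fail the filters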;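 note: 100% = DMSO wells rate and 0% = substrate alone blank rate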
# Target sequence (Q92560 whole entry, looked up): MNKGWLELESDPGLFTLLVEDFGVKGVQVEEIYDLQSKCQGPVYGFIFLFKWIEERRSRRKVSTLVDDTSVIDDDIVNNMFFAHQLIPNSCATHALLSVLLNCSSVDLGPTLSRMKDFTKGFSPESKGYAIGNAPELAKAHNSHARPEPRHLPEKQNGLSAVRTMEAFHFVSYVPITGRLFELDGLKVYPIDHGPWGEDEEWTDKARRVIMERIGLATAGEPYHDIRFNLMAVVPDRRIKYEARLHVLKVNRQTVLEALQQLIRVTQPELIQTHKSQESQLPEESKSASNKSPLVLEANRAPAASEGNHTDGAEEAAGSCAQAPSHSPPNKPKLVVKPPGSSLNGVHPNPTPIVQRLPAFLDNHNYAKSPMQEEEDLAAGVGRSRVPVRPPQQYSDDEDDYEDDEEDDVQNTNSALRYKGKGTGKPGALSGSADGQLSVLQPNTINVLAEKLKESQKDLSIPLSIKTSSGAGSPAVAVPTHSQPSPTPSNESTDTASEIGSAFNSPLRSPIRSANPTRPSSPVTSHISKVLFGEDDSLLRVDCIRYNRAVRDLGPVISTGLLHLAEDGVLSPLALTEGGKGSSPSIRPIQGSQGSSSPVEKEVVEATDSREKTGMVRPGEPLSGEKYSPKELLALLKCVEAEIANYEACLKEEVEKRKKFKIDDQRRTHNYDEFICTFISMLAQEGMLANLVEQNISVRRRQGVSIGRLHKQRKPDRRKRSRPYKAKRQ
# HePTP inh: human HePTP phosphatase inhibition; recombinant HePTP phosphatase activity, OD absorbance; inhibition, % at 20 µM; 0.64% of 110,000 active; in the data active = inhibition above about 50%;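 note: plate controls were vehicle for no effect and reference inhibitor for full effect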
# Starred values were filed as active, the others as inactive; nt = no result given; & = joins results of further samples.
nr	SMILES	BAP1 inh	HePTP inh
1	O=C1c2ccccc2NC(c2ccc3c(c2)OCCO3)N1c1ccc2c(c1)OCCO2 (stereo unspecified)	nt	0
2	CCCOc1cccc(OCCSc2nc(C)cc(=O)[nH]2)c1	128	6
3	Cc1ccc(S(=O)(=O)/N=C2/C=C(Sc3nnnn3-c3ccccc3)C(=O)c3ccccc32)cc1	nt	-5
4	CC(C)NCC(O)COCc1ccc(Cl)cc1 (stereo unspecified)	112	5
5	CCN1CCN(C(c2ccccc2F)c2nnnn2Cc2ccc3c(c2)OCO3)CC1 (stereo unspecified)	90	8
6	Cc1ccc(C(O)(c2ccccc2)c2ccccc2C(C)N(C)C)c(C)c1 (stereo unspecified)	nt	-13
7	Cn1c2c(c3cc(F)ccc31)CCCC2=O	62	6
8	O=[N+]([O-])c1ccc(N2CCN(S(=O)(=O)c3ccc(Cl)cc3)CC2)cc1N1CCCC1	269	nt
9	O=C(CCN1C(=O)C2CC=C(Cl)CC2C1=O)N1CCCCC1 (stereo unspecified)	106	2
10	O=C(CSc1nnc2ccccn12)NCCN1C(=O)CSC1=O	79	12
11	Cc1c(C)n(C(=O)CN2CCC(C(N)=O)CC2)c2ccccc12	148	10
12	O=C(O)CCC(=O)Nc1cc(Cl)cc(Cl)c1	nt	-4
13	CCOc1ccc(OCc2ccc(C(=O)NCc3ccncc3)o2)cc1	123	9
14	Cc1n[nH]c(C)c1CCC(=O)N/N=C\c1ccc(Cl)c(Cl)c1	nt	-3
15	CN1CCN(P(=O)(c2ccccc2)c2nc3ccccc3s2)CC1 (stereo unspecified)	103	12
16	O=C(Nc1ncc(Cc2ccc(F)cc2)s1)c1ccc(OCc2ccccc2)cc1	nt	4
17	O=C(NCCn1cc(SCC(=O)N2CCOCC2)c2ccccc21)c1ccccc1	99	-10
18	COc1ccc(CN2CCN(Cc3ccccc3C(F)(F)F)CC2)cc1	nt	-7
19	COC(=O)c1c(-c2ccc(C3CCCCC3)cc2)csc1N	nt	8
20	Cc1cc(C)cc(NC(=O)Cn2cc(C=O)c3ccccc32)c1	nt	-2
21	O=C(Nc1sc2c(c1C(=O)Nc1ccccc1)CCCCC2)c1ccco1	128	nt
22	O=C(NCCc1ccc(Cl)cc1)c1nnc(Cc2ccc(Cl)cc2)o1	89	4
23	Cc1nnsc1-c1nc2ccccc2[nH]1	nt	2
24	CCN(CC)c1ccc2c(c1)C(=O)N(C)C2=O	80	8
25	O=c1cc(N2CCc3ccccc3C2)[nH]c(=O)n1-c1ccc(Br)cc1	98	2
26	CCOC(=O)c1ccc(NC(=O)CCCOc2ccc(Cl)cc2Cl)cc1	nt	-3
27	CCN1C(=O)c2cccc3c(NC(=O)c4cccs4)ccc1c23	nt	4
28	Nn1c(SCC(=O)Nc2ccccc2)nnc1-c1cccnc1	97	2
29	CCCN1CCN(C(c2cc3cc4c(cc3[nH]c2=O)OCO4)c2nnnn2C(C)(C)C)CC1 (stereo unspecified)	78	4
30	CCc1c(C)sc(NC(=O)c2ccc([N+](=O)[O-])cc2Cl)c1C(N)=O	nt	6
31	OCC1(c2cc(C(F)(F)F)n[nH]2)CCCCC1	nt	-4
32	CN(C)c1ccc(/C=C2\N=C(c3cccc(Cl)c3)OC2=O)cc1	nt	-3
33	O=C(C1CCCN(c2nnc(-n3cccc3)s2)C1)N1CCN(c2ccccc2)CC1 (stereo unspecified)	84	12
34	COC(=O)C1=C(C)NC(C)=C(C(=O)OC)C1c1ccc(OC)cc1	nt	2
35	c1ccc(-c2cccc(-c3ccccn3)n2)nc1	98	9
36	CCOC(=O)C1=C(C)SC2=NS(=O)(=O)CCN21	117	9
37	O=C(Nc1ccc(F)cc1)C1CCC(N2C(=O)c3ccccc3C2=O)CC1 (stereo unspecified)	nt	2
38	O=C(O)c1ccccc1-c1ccccc1C(=O)Nc1ccc(Br)cn1	nt	-6
39	COc1cc(/C=C2\C(=O)NN(c3ccccc3)C2=O)cc(Br)c1OCC(=O)O	nt	9
40	O=S(=O)(c1ccc2ccccc2c1)N1CCc2ccccc2C1	nt	0
41	CCCOc1cc2oc(=O)c3c(c2cc1Cl)CCCC3	nt	-6
42	Cc1cccc(-c2nnc(-c3ccc(N)cc3)o2)c1	nt	8
43	CC(=O)Nc1ccc(C(=O)Nc2ccc(Br)cc2C)cc1	nt	6
44	C=CCc1c(C)nc(-c2ccccc2)nc1Nc1ccc(C(=O)O)cc1	nt	-11
45	CCSc1ncc(Cl)c(C(=O)Nc2ccc(S(=O)(=O)Nc3onc(C)c3C)cc2)n1	52	-13
46	COc1ccc(C(=O)Oc2ccc3c(C)cc(=O)oc3c2C(C)=O)cc1OC	nt	8
47	CCN(CC)c1ccc2cc(C(=O)Nc3cccc4ccccc34)c(=N)oc2c1	52	nt
48	O=C(Oc1cc(=O)oc2ccccc12)c1ccco1	96	-2
49	COC(=O)NCCOc1cc(C)ccc1C	84	11
50	CC(C)=CC1C(C(=O)Nc2ccc(Br)cn2)C1(C)C (stereo unspecified)	77	6&5
51	C=C(C)COc1ccc2c(C)c(CC(=O)OC)c(=O)oc2c1C	777	-3
52	O=c1[nH]c(SCCOc2ccccc2F)nc2ccccc12	nt	0
53	Cc1n[nH]c(C)c1-c1nc2ccccc2[nH]1	119	2
54	O=C(NCCO)C(=O)NCc1ccco1	nt	2
55	Cc1ccc(OCCCCN2CCCCC2)c(Cl)c1	nt	5
56	O=C(COc1ccccc1[N+](=O)[O-])N=Nc1c(O)[nH]c(=O)[nH]c1=O	nt	2
57	Cc1cc([N+](=O)[O-])ccc1N=Cc1cccc(O)c1O	nt	8
58	Cc1ccc(N(CC(=O)NC2CCCC2)S(=O)(=O)c2ccccc2)cc1	nt	-10
59	CCOc1ccccc1NC(=O)CCC(=O)O	108	6
60	Cc1ccc(-n2[nH]c(C)c(C=O)c2=O)cc1	nt	8

# (further entries)
nr	SMILES	BAP1 inh	HePTP inh
61	Cc1c(Cl)cccc1N=C1NC(=O)/C(=C/c2ccc(-c3ccccc3C(=O)O)o2)S1	nt	98*
62	O=C(O)CCN1C(=O)c2ccc(C(=O)c3cccc([N+](=O)[O-])c3)cc2C1=O	nt	-12
63	O=C(CSc1nnc(-c2ccncc2)n1-c1ccc(F)cc1)NC(=O)NCc1ccco1	100	6
64	CN(CCCNC(=O)Cn1cc2c(n1)CCCC2)C1CCCCC1	100	-7
65	O=C(CSc1nnc(Cc2ccccc2)n1-c1ccccc1)N1CCOCC1	105	13
66	CC(C)N(Cc1ccccc1)S(=O)(=O)N(C)C	93	2
67	CCC(C)(C)n1nnnc1CN1CCSCC1	94	4
68	Cc1cc(Nc2ccc(C)c(F)c2)n2ncnc2n1	98	11
69	O=[N+]([O-])c1ccc2nc3c([nH]c4ccccc43)c(Cl)c2c1	nt	1
70	CCCOc1ccccc1NC(=O)CC1Sc2ccc(C(F)(F)F)cc2NC1=O (stereo unspecified)	nt	9
71	O=C(N/N=C/c1cc2c(cc1Cl)OCO2)/C(=C\c1ccc2c(c1)OCO2)NC(=O)c1ccccc1	nt	-1
72	COc1ccccc1CNC(=O)c1cccc([N+](=O)[O-])c1C	nt	4

# An excerpt from above in order of molecular weight, descending:
nr	SMILES	BAP1 inh	HePTP inh
71	O=C(N/N=C/c1cc2c(cc1Cl)OCO2)/C(=C\c1ccc2c(c1)OCO2)NC(=O)c1ccccc1	nt	-1
63	O=C(CSc1nnc(-c2ccncc2)n1-c1ccc(F)cc1)NC(=O)NCc1ccco1	100	6
61	Cc1c(Cl)cccc1N=C1NC(=O)/C(=C/c2ccc(-c3ccccc3C(=O)O)o2)S1	nt	98*
70	CCCOc1ccccc1NC(=O)CC1Sc2ccc(C(F)(F)F)cc2NC1=O (stereo unspecified)	nt	9
65	O=C(CSc1nnc(Cc2ccccc2)n1-c1ccccc1)N1CCOCC1	105	13
47	CCN(CC)c1ccc2cc(C(=O)Nc3cccc4ccccc34)c(=N)oc2c1	52	nt
58	Cc1ccc(N(CC(=O)NC2CCCC2)S(=O)(=O)c2ccccc2)cc1	nt	-10
62	O=C(O)CCN1C(=O)c2ccc(C(=O)c3cccc([N+](=O)[O-])c3)cc2C1=O	nt	-12
56	O=C(COc1ccccc1[N+](=O)[O-])N=Nc1c(O)[nH]c(=O)[nH]c1=O	nt	2
64	CN(CCCNC(=O)Cn1cc2c(n1)CCCC2)C1CCCCC1	100	-7
50	CC(C)=CC1C(C(=O)Nc2ccc(Br)cn2)C1(C)C (stereo unspecified)	77	6&5
51	C=C(C)COc1ccc2c(C)c(CC(=O)OC)c(=O)oc2c1C	777	-3
72	COc1ccccc1CNC(=O)c1cccc([N+](=O)[O-])c1C	nt	4
69	O=[N+]([O-])c1ccc2nc3c([nH]c4ccccc43)c(Cl)c2c1	nt	1
55	Cc1ccc(OCCCCN2CCCCC2)c(Cl)c1	nt	5
57	Cc1cc([N+](=O)[O-])ccc1N=Cc1cccc(O)c1O	nt	8
68	Cc1cc(Nc2ccc(C)c(F)c2)n2ncnc2n1	98	11
66	CC(C)N(Cc1ccccc1)S(=O)(=O)N(C)C	93	2
67	CCC(C)(C)n1nnnc1CN1CCSCC1	94	4
59	CCOc1ccccc1NC(=O)CCC(=O)O	108	6
49	COC(=O)NCCOc1cc(C)ccc1C	84	11
60	Cc1ccc(-n2[nH]c(C)c(C=O)c2=O)cc1	nt	8
54	O=C(NCCO)C(=O)NCc1ccco1	nt	2

# New compounds follow.
nr	SMILES	BAP1 inh	HePTP inh
73	CCCCc1ccc(Nc2ncnc3nc[nH]c23)cc1	94	1
74	O=C1CC(N2CCN(c3ccccc3F)CC2)C(=O)N1c1ccccc1 (stereo unspecified)	nt	-1
75	CCOc1ccccc1-n1c(SCC(=O)N(C(C)C)C(C)C)nnc1-c1cccnc1	89	-8
76	O=C(O)c1[nH]c2ccccc2c1CC(=O)N1CCOCC1	nt	-2
77	CC(C)NC(=O)CN1CCN(c2ncccn2)CC1	80	11
78	CCCCn1c(SCC(=O)Nc2cc(C)on2)nc2ccccc2c1=O	76	-1
79	COc1ccc(N2C(=O)CC(NC34CC5CC(CC(C5)C3)C4)C2=O)c(OC)c1 (stereo unspecified)	87	6
80	OCCOCCn1c(-c2ccccc2)nc(=S)c2c1CCCC2	76	-1
81	N#Cc1ccccc1OCC(=O)Nc1c(C(=O)C2CC2)oc2ccccc12	nt	5
82	COc1ccc(C(=O)NCC(C)c2ccccc2)cc1OC (stereo unspecified)	nt	-9
83	C=CCn1c(-c2ccc(OC)c(OC)c2)cs/c1=N\c1ccccn1	88	4
84	O=S(=O)(NCCCc1ccccc1)c1cccc2nsnc12	111	nt
85	N#Cc1c(Nc2ccccc2)ccnc1N1CCN(c2ccccc2)CC1	nt	4
86	Cc1cc(/C=N/n2cnnc2)c(C)n1-c1cccc(Cl)c1	89	13&7
87	CC1(C)CC(=O)CC(=NCC(=O)O)C1	97	6
88	Cc1cc(C(=O)N2CCCc3ccccc32)no1	107	-9
89	CC(NC(=O)c1cccc(C(F)(F)F)c1)C1CCCO1 (stereo unspecified)	139	8
90	C=CCOc1ccc2c(C)c(Cc3ccccc3)c(=O)oc2c1C	115	nt
91	COc1ccccc1/C=C1\SC(=S)N(c2cccc(C)c2)C1=O	nt	-12
92	O=C(NC1CCCCC1)c1cccc(C(F)(F)F)c1	nt	2
93	O=C(NCc1ccccc1)C(O)(c1ccc(F)cc1)c1ccc(F)cc1	nt	-10
94	COc1ccccc1N1CCN(C(=O)CSc2ncccc2-c2nc3ccccc3[nH]2)CC1	125	-9
95	COc1ccc(Cn2nnnc2C(c2ccc(N(C)C)cc2)N2CCC(C)CC2)cc1 (stereo unspecified)	72	2
96	CC(C)c1cc(=O)oc2c3c4c(cc12)CCCN4CCC3	nt	6
97	O=C(Cc1ccc(Br)cc1)N1CCN(c2ccc(F)cc2)CC1	nt	12
98	O=S(=O)(c1cccc(S(=O)(=O)N2CCC(Cc3ccccc3)CC2)c1)N1CCOCC1	nt	8
99	Cc1cccc(OCCCC(=O)Nc2nccs2)c1	nt	-10
100	Cc1cc(C)cc(N=Cc2ccc(OC3CSC3)cc2)c1	nt	0
101	CS(=O)(=O)Nc1ccc(C(=O)N2CCCCC2)cc1	56	5
102	O=C1CCc2cc(S(=O)(=O)NC(Cc3ccccc3)C(=O)NCC3CCCO3)ccc2N1 (stereo unspecified)	96	-13
103	O=C(C1CCN(S(=O)(=O)c2cccc3cccnc23)CC1)N1CCN(c2ccc(Cl)cc2)CC1	77	2
104	COc1ccccc1CC(=O)Nc1cc([N+](=O)[O-])ccc1C	nt	6
105	CCOC(=O)c1ccccc1NC(=O)c1sc(NC(=O)C2CC2)c(C(=O)OCC)c1C	nt	2
106	Cc1ccccc1C(=O)Nc1cccc(N)c1	73	10&8
107	COc1ccc(Br)cc1C(=O)Nc1ccc(-c2nc3cc(C)c(C)cc3o2)c(O)c1	nt	3
108	CCN1CCN(C(c2cccs2)C(C)NC(=O)C(C)C)CC1 (stereo unspecified)	84	5
